Compound activity (PubChem)
ERa SRC1 inh: ERα–SRC-1 coactivator interaction inhibitors, primary screen, biochemical, TR-FRET, ERα LBD, estradiol-bound; Estrogen receptor (Homo sapiens), P03372; TR-FRET ER-alpha LBD / SRC-1 peptide; inhibition, % at 25.6 µM; hit rate 1.7% among 86,000; AID 629, 2007; in the data active = inhibition above about 50%;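 note: 0% = receptor plus peptide control and 100% = peptide only without receptor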
H69AR inhibit: proliferation blockers of H69AR lung cancer cells, primary screen, cell-based, human, 86K library. hit rate 6% among 85,000. viability, % at 10 µM. H69AR lung tumor viability, ATP luminescence, 72 h; hits give low values. AID 598, 2007;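 active = viability at or below 40%; inactive = viability above 40%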;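 note: multidrug resistant small cell line overexpressing MRP-1 efflux transporter; 100% = mean luminescence of untreated control wells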
CYP2C19 activ: human CYP2C19 activators, primary screen, biochemical, luminescence. 96,000 tested, under 10 active. Cytochrome P450 2C19 (Homo sapiens), P33261. recombinant CYP2C19, luciferin-H EGE luminescence; hits give high values; 0 = fully inhibited enzyme, 1 = untreated enzyme. activation factor at 5 µM. AID 1025, 2008;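 active = activation factor of at least 2 at 5 µM in the primary screen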;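 note: 0 = wells with 2.5 mM tranylcypromine and 1 = vehicle-only wells; values of inactives mirror those of a sister screen read the other way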
CYP2C19 inh: blockers of cytochrome P450 2C19 activity – biochemical, luminescence, ADME assay, primary screen; CYP2C19 Supersomes, luciferin-H EGE luminescence, 30 min; inhibition, % at 5 µM; hit rate 21% among 96,000;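 active = CYP2C19 inhibition above a set limit at 5 µM in the primary screen, cut at about 50% in these data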;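 note: plate controls were negative control wells for no effect and 2.5 mM tranylcypromine positive control for full effect; values of inactives mirror those of a sister screen read the other way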
Lung fibro prol: antiproliferative effect on LL 47 fibroblasts – human, LL 47 cells, CellTiter-Glo luminescence, primary screen. AID 719, 2007. hit rate 1.1% among 85,000. LL 47 human lung fibroblast viability, ATP luminescence; hits give low values. viability, % at 10 µM;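 active = viability at or below 50% in the single dose screen; inactive = viability above 50%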;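 note: compound exposure lasted 72 h before the ATP readout; 100% = median luminescence of untreated cell-only wells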
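Times – overnight cell rest, 72 h compound treatment at 37 °C · Test system – human lung fibroblast line LL 47, low passage · Amount – 1,150 cells in each well · Controls – cell-only wells, no compound · Doses – 0.1% DMSO in all compound wells · Measured by – CellTiter-Glo luminescence · Buffer or medium – IMEM plus 15% FBS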
ERa coact pot: enhancers of ERα–SRC-1 coactivator binding, primary screen, biochemical, TR-FRET, ERα LBD, low estradiol; coactivator binding (% of control), % at 25.6 µM; Estrogen receptor (Homo sapiens), P03372; hit rate 1.3% among 86,000; TR-FRET ERalpha-LBD/SRC-Cy5 coactivator binding, 2 h; 100 = basal binding, no effect; in the data active = activity above about 200%;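 note: binding measured in presence of low estradiol as agonist stimulus; 0% = peptide alone without receptor and 100% = receptor with peptide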
HUVEC inhibit: inhibitors of HUVEC proliferation, primary screen, cell-based, 384-well; CellTiter-Glo luminescence, 72 h; hits give low values; viability, % at 10 µM (by protocol); hit rate 1.1% among 86,000; AID 648, 2007;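 active = viability at or below 30%; inactive = viability above 30%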;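 note: 100% = median luminescence of DMSO-only cell control wells on each plate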
Mac1 fbg inh: inhibitors of CD11b/CD18 adhesion to fibrinogen, primary screen, K562 cells, luminescence. Integrin beta-2 (Homo sapiens) + Integrin alpha-M (Homo sapiens), P05107+P11215. inhibition, % at 10 µM. ATPlite luminescence; Mn2+ added to activate the integrin. AID 1497, 2009. hit rate 0.54% among 93,000;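 active = primary inhibition of 50% or more at 10 µM, then 40% or more on retest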; note: some results filed as inactive read as strong as hits
Target sequence (P05107 whole entry, looked up, other chains not shown): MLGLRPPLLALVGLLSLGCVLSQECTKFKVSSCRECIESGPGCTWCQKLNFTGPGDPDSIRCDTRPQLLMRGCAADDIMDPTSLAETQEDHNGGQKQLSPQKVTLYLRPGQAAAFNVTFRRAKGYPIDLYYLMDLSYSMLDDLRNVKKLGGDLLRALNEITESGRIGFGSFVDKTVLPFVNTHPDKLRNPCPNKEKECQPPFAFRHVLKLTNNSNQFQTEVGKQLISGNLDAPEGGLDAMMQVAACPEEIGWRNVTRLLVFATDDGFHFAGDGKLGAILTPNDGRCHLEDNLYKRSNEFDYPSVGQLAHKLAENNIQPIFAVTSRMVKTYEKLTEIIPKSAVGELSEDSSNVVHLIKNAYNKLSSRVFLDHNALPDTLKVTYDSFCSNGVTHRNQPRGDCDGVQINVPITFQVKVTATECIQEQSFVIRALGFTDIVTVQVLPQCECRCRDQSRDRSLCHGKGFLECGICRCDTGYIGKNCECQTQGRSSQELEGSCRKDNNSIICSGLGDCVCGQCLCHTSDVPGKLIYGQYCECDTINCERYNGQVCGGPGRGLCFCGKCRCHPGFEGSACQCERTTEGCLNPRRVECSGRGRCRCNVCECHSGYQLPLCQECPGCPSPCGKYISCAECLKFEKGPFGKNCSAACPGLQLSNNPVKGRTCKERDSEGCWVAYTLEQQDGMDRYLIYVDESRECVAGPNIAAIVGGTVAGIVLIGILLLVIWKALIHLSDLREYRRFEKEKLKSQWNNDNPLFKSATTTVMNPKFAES
CD11b adhes enh: enhancers of CD11b/CD18 adhesion to fibrinogen, primary screen, K562 cells, luminescence | ATPlite luminescence | activation, % at 10 µM | hit rate 0.07% among 93,000 | AID 1499, 2009;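 active = 10 µM primary screen giving 50% or more activity, confirmed by 40% or more on retest at that dose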; note: strong numbers were not always called active
Numbers without * were called inactive; / = no result given; [ ] = remark or other dose. Rows were taken by chance. Share with any hit: about 26%.

SMILES	ERa SRC1 inh	H69AR inhibit	CYP2C19 activ	CYP2C19 inh	Lung fibro prol	ERa coact pot	HUVEC inhibit	Mac1 fbg inh	CD11b adhes enh
CCCCCCn1c(CN2CCCCC2C)nc2c1c(=O)n(C)c(=O)n2C (stereo not drawn)	-2	/	/	/	86	117	97	/	/
Cc1cc(NC(=O)CCC(=O)N(Cc2cccs2)C(C(=O)NC2CCCC2)c2cccnc2)no1 (stereo not drawn)	-2	99	0.6	40	99	92	104	/	/
CCOc1ccc(S(=O)(=O)Nc2cccc(Cl)c2)cc1	-7	10*	/	/	/	83	55	/	/
CCN1CCN(CCCNC(=O)c2cc3cc4ccc(OC)cc4nc3o2)CC1	-6[fluorescence artefact?]	84	1.1	-12	101	119	90	/	/
CC1(C)N=C(c2ccccn2)C(C)(C)N1O	-6	95	0.7	30	93	111	86	7	-5
CC1CCCN(c2oc(-c3cccc4ccccc34)nc2C#N)C1 (stereo not drawn)	-5	95	1	2	47*	115	96	-2	-4
CC(=O)C1=C(C)NC(SCC(=O)c2ccc(Cl)cc2)=C(C#N)C1CC(C)C (stereo not drawn)	1	63	0	99*	86	88	90	11	-1
CN(C)c1ccc(-c2noc(-c3ccccc3O)n2)cc1	8	68	0.9	12	80	110	76	45	-6
O=C(Oc1ccccc1C(=O)N1CCOCC1)c1cccc(Br)c1	6[fluorescence artefact?]	98	1.1	-6	92	101	88	-3	-1
COCCCNC(=O)c1c(NC(=O)C2COc3ccccc3O2)sc2c1CCCC2 (stereo not drawn)	2	35*	0.2	82*	101	146[fluorescence artefact?]	77	-7	-5
Cc1ccc(S(=O)(=O)NCc2csc(C)n2)c(C)c1	23	84	0.9	13	110	111	99	-9	1
CC(Sc1n[nH]c(=O)[nH]c1=O)C(=O)OCc1ccccc1 (stereo not drawn)	5	93	1.2	-20	105	78	100	13	2
Cc1ccc(N=Nc2ccc(O)c(/C=N\NC(=O)c3ccc(N)cc3)c2)cc1C	/	/	1	-2	/	/	/	10	38
COc1ccc(-n2nnnc2-c2cccc(OC)c2)cc1	-5	26*	0	99*	58	111	49	-22	-4
CN(Cc1ccccc1)c1nc2c(c(=O)[nH]c(=O)n2C)n1CCSc1ncccn1	-13	90	/	/	96	92	93	/	/
O=C(CSCc1ccccc1)N1CCN(C(=O)c2ccco2)CC1	-7	91	/	/	98	125[fluorescence artefact?]	96	/	/
COC(=O)c1ccc(Oc2nc(N(C)C)nc(N3CCOCC3)n2)cc1	-1	91	1	2	93	106[fluorescence artefact?]	95	/	/
O=[n+]1c2c(n([O-])c3c1CCCC3)CCCC2	2	99	1.2	-18	93	97[fluorescence artefact?]	105	16	-5
Cc1ccc(N(C(=O)c2sc(C)nc2C)C(C(=O)NCc2ccco2)c2ccccc2)cc1 (stereo not drawn)	/	/	0.8	16	/	/	/	4	-1
CSc1cccc(NS(=O)(=O)c2ccc3c(c2)oc(=O)n3C)c1	-5	78	0	97*	88	121	94	1	-4
Cc1cc(C)cc(NCC(=O)Nc2c(C)cccc2C)c1	-11	94	0.6	37	95	112	97	-55	-1
CCOC(=O)C(=O)/C(=C\N(C)C)c1onc(-c2ccccc2Cl)c1C(=O)OC	/	/	0.6	44	/	/	/	-7	1
CC(C)n1nnnc1SCC(=O)NCc1ccc2c(c1)OCO2	-2	97	0.5	46	89	100	95	2	1
CCOc1cc(S(=O)(=O)NCC2OCCc3ccccc32)c(OCC)cc1-n1cnnn1 (stereo not drawn)	-2	64	0.7	32	96	103	102	-7	0
O=C(Nc1ccc2nc(-c3cccs3)[nH]c2c1)c1ccco1	-16[fluorescence artefact?]	71	/	/	102	102	113	/	/

Next part
SMILES	ERa SRC1 inh	H69AR inhibit	CYP2C19 activ	CYP2C19 inh	Lung fibro prol	ERa coact pot	HUVEC inhibit	Mac1 fbg inh	CD11b adhes enh
Cc1cccc(/C=N/NC(=O)c2cc3c(s2)-c2ccccc2CC3)c1	/	/	0.9	9	/	/	/	19	-6
O=C(Nc1ccc2c(c1)CCC2)C1CCN(c2c3c(nc4ncnn24)CCC3)CC1	9[fluorescence artefact?]	32*	0.9	12	78	115	77	8	1
COc1cccc(-c2nc(CS(=O)(=O)CC(=O)N3CCN(C4CCCCC4)CC3)c(C)o2)c1	3	97	0.7	26	91	97[fluorescence artefact?]	100	-2	0
CCOCCn1c(CN2CCN(CC)CC2)nc2c1c(=O)n(C)c(=O)n2C	-8	101	/	/	98	114[fluorescence artefact?]	97	/	/
CCOC(=O)C1=NN(c2ccc(C)cc2)C2(S1)SC(C(C)=O)=C(C)N2c1ccccc1 (stereo not drawn)	-9	101	0.6	39	101	85	111	/	/
O=c1c(Oc2ccccc2Br)c(C(F)(F)F)oc2c(CN3CCCC3)c(O)ccc12	3	57	/	/	92	88	89	0	6
C[N+]12CCCCC1C(COC(=O)c1ccc3c(c1)OCO3)CCC2 (stereo not drawn)	-7	97	0.9	7	102	121[fluorescence artefact?]	90	-6	-4
O=C(O)C1CSC2(CCN(Cc3ccccc3)CC2)N1 (stereo not drawn)	-9	87	/	/	107	119	103	/	/
COCCN1Cc2cccc(C(=O)N3CCN(c4cc(C)ccc4C)CC3)c2C1=O	-4	99	0.3	75*	103	127[fluorescence artefact?]	105	-6	-1
c1coc(CNCCCN2CCOCC2)c1	-6	93	1.1	-6	100	115	94	1	-4
CS(=O)(=O)N1CCCC(C(=O)NCCc2ccccc2)C1 (stereo not drawn)	-9	80	0.7	34	97	111	99	15	7
COc1cc(CNC(=O)OCC(C)C)cc(OC)c1OC	0[fluorescence artefact?]	73	0.7	31	103	109	102	-3	-5
O=c1oc2c(CN3CCCCCC3)c(O)ccc2cc1-c1nc2ccccc2[nH]1	9[fluorescence artefact?]	75	0.9	11	105	102	101	-5	0
Cc1cc(C)n(-c2nc3ccccc3c(=O)n2OCCOc2ccccc2)n1	7[fluorescence artefact?]	87	/	/	98	33	111	/	/
CCNC(=O)COC(=O)c1ccc(S(=O)(=O)N2CCCCCC2)cc1	-7	99	1	5	100	105	92	-13	-2
CCn1c(SCC(=O)Nc2ccccc2-c2ccccc2)nnc1-c1ccoc1C	-8	101	0.2	80*	95	123	112	-3	3
O=C(Nc1ncnc2sc3c(c12)CCCCC3)c1ccc(F)cc1	-4	40*	0.6	38	74	107	81	-13	-2
COCc1c(C(N)=O)nnn1-c1nonc1N	-5	97	1	4	107	99	106	/	/
Cc1ccc(Oc2nsnc2N2CCOCC2)cc1	-2	101	0.6	44	97	93[fluorescence artefact?]	83	-6	-1
COc1ccc2c(c1)CCc1c(C(=O)N3CCCC3)noc1-2	6[fluorescence artefact?]	98	1	5	105	90[fluorescence artefact?]	117	7	-2
CN(C)S(=O)(=O)N1CCN(C(=O)N(c2ccccc2)c2ccccc2)CC1	5	111	0.9	13	99	116	104	-21	20
COC(=O)c1cccc(NC(=O)Cn2nnc3ccccc32)c1	-5	102	0.4	64*	/	110	102	10	1
O=C(O)CCCC(=O)Nc1nc(-c2ccc(F)cc2)cs1	0	102	1.2	-15	97	120	88	10	2
CCc1nnc(NC(=O)C(C)Sc2ccccc2)s1 (stereo not drawn)	14[fluorescence artefact?]	104	0.2	83*	101	104[fluorescence artefact?]	100	2	2
Cn1c(=O)oc2cc(S(=O)(=O)NCc3ccccc3)ccc21	3[fluorescence artefact?]	103	0.4	59*	101	91	91	11	0

New compounds follow.
SMILES	ERa SRC1 inh	H69AR inhibit	CYP2C19 activ	CYP2C19 inh	Lung fibro prol	ERa coact pot	HUVEC inhibit	Mac1 fbg inh	CD11b adhes enh
C=CCn1c(SCc2cc(=O)n3ccsc3n2)nnc1C1CCCCC1	82*[fluorescence artefact?]	90	0.1	88*	92	75[fluorescence artefact?]	93	-44	22
OC1=C(O)c2nc3ccccc3nc21	/	/	1.1	-11	/	/	/	-2	-6
c1ccc(Cn2c(CN3CCCC3)nc3ccccc32)cc1	13	87	0.4	58*	99	99	113	/	/
Cc1cc(-n2c(SCCC#N)nnc2-c2cccnc2)ccc1Cl	-4	65	1	3	104	98	95	-12	-1
CSc1ncc2c(n1)-c1cc(C)ccc1SC2	97*	100	1	0	96	39[fluorescence artefact?]	104	-12	-2
Cc1ccc(S(=O)(=O)C(C#N)c2nc3ccccc3nc2N2CCC(C)CC2)cc1 (stereo not drawn)	0[fluorescence artefact?]	94	0.8	17	97	89	60	12	3
Fc1ccc2c(c1)[C@H]1OCC[C@H]1[C@@H](c1ccco1)N2	-2	93	/	/	98	121	108	/	/
COC(=O)c1cc2sccc2n1Cc1nc(-c2ccc(OC)cc2)oc1C	-2[fluorescence artefact?]	65	0.7	31	94	124	92	0	2
CCc1nc(C)cc(N)c1OCc1ccccc1	-8	81	1	4	94	125	83	-9	-2
COc1cc(C(=O)Nc2ccc(S(=O)(=O)NC(C)C)cc2)cc(OC)c1OC	13[fluorescence artefact?]	95	1	2	102	112	96	-8	-2

13 structures from above, sorted by formula weight, falling:
SMILES	ERa SRC1 inh	H69AR inhibit	CYP2C19 activ	CYP2C19 inh	Lung fibro prol	ERa coact pot	HUVEC inhibit	Mac1 fbg inh	CD11b adhes enh
O=c1c(Oc2ccccc2Br)c(C(F)(F)F)oc2c(CN3CCCC3)c(O)ccc12	3	57	/	/	92	88	89	0	6
CCOc1cc(S(=O)(=O)NCC2OCCc3ccccc32)c(OCC)cc1-n1cnnn1 (stereo not drawn)	-2	64	0.7	32	96	103	102	-7	0
COc1cc(C(=O)Nc2ccc(S(=O)(=O)NC(C)C)cc2)cc(OC)c1OC	13[fluorescence artefact?]	95	1	2	102	112	96	-8	-2
CC(=O)C1=C(C)NC(SCC(=O)c2ccc(Cl)cc2)=C(C#N)C1CC(C)C (stereo not drawn)	1	63	0	99*	86	88	90	11	-1
O=C(Oc1ccccc1C(=O)N1CCOCC1)c1cccc(Br)c1	6[fluorescence artefact?]	98	1.1	-6	92	101	88	-3	-1
COC(=O)c1cc2sccc2n1Cc1nc(-c2ccc(OC)cc2)oc1C	-2[fluorescence artefact?]	65	0.7	31	94	124	92	0	2
CCNC(=O)COC(=O)c1ccc(S(=O)(=O)N2CCCCCC2)cc1	-7	99	1	5	100	105	92	-13	-2
Cn1c(=O)oc2cc(S(=O)(=O)NCc3ccccc3)ccc21	3[fluorescence artefact?]	103	0.4	59*	101	91	91	11	0
CCOc1ccc(S(=O)(=O)Nc2cccc(Cl)c2)cc1	-7	10*	/	/	/	83	55	/	/
COc1ccc2c(c1)CCc1c(C(=O)N3CCCC3)noc1-2	6[fluorescence artefact?]	98	1	5	105	90[fluorescence artefact?]	117	7	-2
CCc1nc(C)cc(N)c1OCc1ccccc1	-8	81	1	4	94	125	83	-9	-2
c1coc(CNCCCN2CCOCC2)c1	-6	93	1.1	-6	100	115	94	1	-4
OC1=C(O)c2nc3ccccc3nc21	/	/	1.1	-11	/	/	/	-2	-6
